Assay outcomes (PubChem)
HEK293 NOD2/NF-kB = NOD2 signaling inhibitors, cell-based, luminescence, uHTS, HEK293 (AID 1566); actives 0.63% (n = 290,000); one-dose inhibition, % at 4 µM; EC50 in µM for titrated hits; HEK293 NOD2/NF-kB luciferase reporter, luminescence; higher % means a stronger effect; also: many of its hits are not listed in these tables
TNAP activation fold = human TNAP enzyme activators, primary screen, biochemical, luminescent, no phosphate acceptor, uHTS (AID 1001). Alkaline phosphatase, tissue-nonspecific isozyme (Homo sapiens). purified TNAP, luminescent activation assay, no phosphate acceptor; higher activation fold means a stronger effect. activation fold at 20 µM, or EC50 in µM where a hit was titrated. actives 0.03% (n = 200,000); in the data active = activation fold from about 3, or a potency from the dose series; inactive = the rest, 99 in 100 with activation fold below about 1.6; also: many of its hits are not listed in these tables
GPR55 activation = GPR55 agonists via beta-arrestin recruitment, primary screen, imaging, U2OS cells, beta-arrestin-GFP redistribution (AID 1961) | U2OS GPR55 beta-arrestin-GFP redistribution imaging; higher % means a stronger effect | one-dose activation, % at 10 µM; EC50 in µM for titrated hits | actives 0.048% (n = 290,000);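 active = activation above 40% with more than 50 cells counted in the well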;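 also: U2OS osteosarcoma cells stably expressing GPR55 and beta-arrestin-GFP; plate controls were DMSO negative control for no effect and LPI positive control for full effect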
KOR beta-arrestin-1 = KOR agonists, beta-arrestin recruitment, primary screen, cell-based, luminescence, uHTS (AID 1777); Kappa-type opioid receptor (Homo sapiens); KOR beta-arrestin recruitment, luminescence; higher % means a stronger effect; activation, % at 10 µM, or EC50 in µM where a hit was titrated; actives 0.02% (n = 280,000); in the data active = activation above about 50%, passing the limit was not always enough; also: a part of the inactive calls stands beside numbers as strong as those of hits
NOD1 NF-kB reporter = NOD1 signaling inhibitors, primary screen, cell-based, luminescence, uHTS (AID 1578) | NOD1-driven NF-kB luciferase reporter cells, luminescence; higher % means a stronger effect | inhibition, % at 4 µM; hits with a dose series show EC50 in µM | actives 1% (n = 290,000); in the data active = inhibition mostly above about 36%, no sharp cut-off; inactive = mostly below about 34%;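 also: HEK-293T reporter cells stimulated with the NOD1 agonist gamma-tri-DAP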
NTR1 ag = agonists of NTR1, primary screen, imaging, U2OS cells, beta-arrestin-GFP, high content (AID 493036) | Neurotensin receptor type 1 (Homo sapiens), P30989 | NTR1-U2OS beta-arrestin-GFP spot imaging, agonist mode | activation, % at 20 µM | actives 0.17% (n = 330,000);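 active = activation at or above 40% of the spot to cytoplasm intensity ratio, with at least 20 cells analyzed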;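 also: 0% = DMSO without peptide and 100% = 100 nM NTR1 peptide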
Target sequence (P30989 whole entry, looked up): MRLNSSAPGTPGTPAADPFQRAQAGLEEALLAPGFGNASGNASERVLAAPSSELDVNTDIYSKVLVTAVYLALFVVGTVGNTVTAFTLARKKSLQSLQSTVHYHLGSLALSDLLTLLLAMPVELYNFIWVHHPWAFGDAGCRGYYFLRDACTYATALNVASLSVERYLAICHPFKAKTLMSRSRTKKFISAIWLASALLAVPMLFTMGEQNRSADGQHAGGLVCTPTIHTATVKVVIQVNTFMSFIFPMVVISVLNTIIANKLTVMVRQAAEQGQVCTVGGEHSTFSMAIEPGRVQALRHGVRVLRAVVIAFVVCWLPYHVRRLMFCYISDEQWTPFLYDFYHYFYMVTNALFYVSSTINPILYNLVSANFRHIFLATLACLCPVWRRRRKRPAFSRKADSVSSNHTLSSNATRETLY
ER stress rescue = rescue of cells from ER stress-induced death, primary screen, 384-well, CSM14.1, thapsigargin, ATP luminescence (AID 1222) | cellular ATP content (survival), % at 20 µM; hits with a dose series show EC50 in µM | CSM14.1 thapsigargin-induced death rescue, ATP luminescence; higher % means a stronger effect | 190,000 tested, under 10 active;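 active = EC50 below 50 µM in the dose-response confirmation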;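 also: death triggered by thapsigargin at about 15 µM added after 2 h compound pretreatment; cell ATP read after overnight thapsigargin exposure of roughly 18 to 22 hours; normalized against plate controls of thapsigargin alone and 5% DMSO vehicle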
Yfh1-depleted yeast = enhancers of respiration in Yfh1-depleted yeast, dose response, Friedreich's ataxia, plus single-dose screen (AID 1465); S. cerevisiae Yfh1-off respiration, WST-1 reduction, 72 h; higher fold induction means a stronger effect; fold induction at 50 µM; hits with a dose series show EC50 in µM; actives 0.074% (n = 220,000);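 active = fold induction of absorbance versus untreated yeast above a set limit, then at least 30% activation at any dose in follow-up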;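 also: activators that raise dye reduction in frataxin-depleted yeast; strong numbers were not always called active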
KOR beta-arrestin-2 = KOR antagonists, beta-arrestin recruitment, cell-based, luminescence, uHTS (AID 1778); inhibition, % at 10 µM, or IC50 in µM where a hit was titrated; KOR beta-arrestin recruitment, luminescence, antagonist mode; higher % means a stronger effect; actives 0.091% (n = 290,000); also: strong numbers were not always called active
NTR1 ag cell count 20 µM = further read-out of NTR1 ag, marked with its call; cell count; measured here: cell count, cytotoxicity flag
Active calls of the source: *; i = inactive; . = no result given; [ ] = remark or other dose. Rule as the data show it, unless noted: active = inhibition above about 50%; inactive = the rest. An excerpt (hit frequency here may not be typical).

entry	structure	HEK293 NOD2/NF-kB	TNAP activation fold	GPR55 activation	KOR beta-arrestin-1	NOD1 NF-kB reporter	NTR1 ag	NTR1 ag cell count 20 µM	ER stress rescue	Yfh1-depleted yeast	KOR beta-arrestin-2
1	Cc1ccc(C(=O)c2ccccc2C(=O)OCC(=O)NC(=O)NC(C)(C)C)cc1	10.3%	1.1	-0.4%	0.6%	-8.7%	0.6	53	2.6%	i	13.4%
2	Cc1ccnc(NC(=O)c2cc(F)c(F)cc2Cl)n1	-0.9%	.	-0.3%	-2.8%	-34.5%	0.1	43	.	.	-10.0%
3	Cc1ccc(C(=O)N/C(=C/c2ccccc2F)C(=O)NCCCn2ccnc2)cc1	1.4%	.	0.4%	7.3%	-28.3%	-0.8	60	.	.	-36.7%
4	CCOC(=O)Cn1cc(C(=O)c2ccco2)c2ccccc21	9.4%	1.1	-0.2%	-5.7%	-20.4%	0.7	94	-1.9%	i	-4.5%
5	Cc1nc(-c2ccc(Cl)cc2)sc1C1(C)CC(c2ccc(F)cc2)=NO1 (stereo not drawn)	-10.6%	.	-0.2%	5.4%	35.4%	6.6	90	.	.	-28.3%[20 µM]
6	O=C(O)CC(CC(=O)NCC(O)c1ccccc1)c1ccccc1 (stereo not drawn)	-6.6%	.	-0.1%	-1.6%	-6.3%	-0.2	51	.	.	-30.3%
7	C=CCNc1nc(C)nc(OC)n1	10.5%	1.1	0.1%	-3.9%	-8.3%	-0.5	53	2.3%	i	-13.1%
8	Clc1ccc(-c2ccn[nH]2)cc1	-4.4%	1	-0.2%	4.7%	9.3%	2.1	59	-1.2%	i	-57.6%
9	COc1ccc(N=C2NC(=O)C(CO)(CO)S2)cc1	-3.7%	.	-0.2%	3.1%	-74.4%	0.3	52	.	.	4.7%[20 µM]
10	O=C(N=C1SC2CS(=O)(=O)CC2N1c1ccccc1)C1CCCCC1 (stereo not drawn)	-3.4%	.	-0.2%	-1.3%	-11.5%	-0.3	48	.	.	-28.0%
11	CC(C)c1nc2oc3c(N(C)CCO)ncnc3c2c2c1CCC2	12.9%	.	-0.1%	7.0%	7.6%	2.5	52	.	i	-9.8%
12	N#CC[C@H](Cc1ccccc1)N1CC[C@@H](O)CCC1=O	-7.6%	.	0.4%	-2.3%	-21.6%	0.4	60	.	.	-13.8%[20 µM]

Additional results.
entry	structure	HEK293 NOD2/NF-kB	TNAP activation fold	GPR55 activation	KOR beta-arrestin-1	NOD1 NF-kB reporter	NTR1 ag	NTR1 ag cell count 20 µM	ER stress rescue	Yfh1-depleted yeast	KOR beta-arrestin-2
13	CCc1ccc(C2CC(c3ccc(Cl)cc3)=NNC2=O)cc1 (stereo not drawn)	6.8%	1	-0.1%	-0.6%	6.9%	3.3	45	8.7%	i	10.2%
14	CC1CCCC(C)N1CCNC(=O)C1CCN(S(=O)(=O)N2CCCCC2)CC1 (stereo not drawn)	-1.6%	1.1	0.2%	-2.6%	-24.3%	-1.5	54	.	i	2.5%
15	CCCCn1cnc2c(c(-c3ccccc3)c(-c3ccccc3)n2Cc2ccco2)c1=N	-1.6%	.	0.0%	2.3%	1.6%	39.2	49	.	i	-23.6%
16	Cc1nc(C(C)(C)O)n(-c2ccccc2)n1	14.3%	1.1	-0.3%	-5.8%	4.0%	-0.2	69	0.5%	i	-23.1%
17	CC1CCN(C(=O)CSc2nc3c(c(=O)n2C)SC(C)C3)CC1 (stereo not drawn)	-0.2%	.	0.4%	-1.2%	-21.5%	1.9	48	.	.	8.8%
18	Cc1ccc(C(C)C)c(OCC(=O)NC(=S)Nc2ccccc2N2CCOCC2)c1	42.5%	.	-0.2%	2.5%	1.4%	4.6	60	.	.	-26.4%
19	Cc1ccc(C2C(C(=O)c3cccs3)=C(O)C(=O)N2CCN2CCOCC2)o1 (stereo not drawn)	-4.8%	1.1	-0.1%	0.8%	-10.7%	-0.4	97	-0.6%	i	3.3%
20	C=C(C)C(=O)Nc1cccc(C2=NOC3(C2)C[C@H](C(N)=O)N(C(=O)C(c2ccccc2)c2ccccc2)C3)c1 (stereo partly drawn)	0.8%	.	-0.2%	1.2%	-8.0%	-2.5	109	.	i	23.5%
21	CC(C)(C)C(=O)/C(C#N)=C/c1cccs1	15.2%	.	-0.2%	2.8%	-2.4%	1.1	39	.	i	1.1%
22	COc1cc2c(cc1OC)CN(C(=O)COc1ccc(C)c(C)c1)CC2	13.1%	1.1	-0.3%	-3.7%	-8.0%	0.6	85	-1.7%	i	15.6%
23	COc1cc(OC)nc(Oc2ccccc2C(=O)Oc2ccccc2Cl)n1	0.5%	1	0.0%	5.4%	4.4%	2.2	46	1.6%	i	-31.2%
24	Cc1ccc(S(=O)(=O)N(C)CCCC(=O)N2CCN(C=O)CC2)cc1	12.7%	1.1	-0.1%	1.4%	-5.0%	1.9	56	-1.8%	i	35.0%

(further entries)
entry	structure	HEK293 NOD2/NF-kB	TNAP activation fold	GPR55 activation	KOR beta-arrestin-1	NOD1 NF-kB reporter	NTR1 ag	NTR1 ag cell count 20 µM	ER stress rescue	Yfh1-depleted yeast	KOR beta-arrestin-2
25	CS(=O)(=O)N(CC(=O)Nc1ccccc1-c1ccccc1)c1ccccc1	2.2%	1.1	0.1%	-4.5%	-14.3%	2.3	36	0.0%	i	5.0%
26	COc1cc(NC(=O)CN2CCN(c3ccccn3)CC2)cc(OC)c1OC	26.4%	.	-0.2%	-1.5%	6.5%	-0.9	43	.	.	-10.6%
27	CCC(C)NC(=O)CSc1n[nH]c(-c2cc(Cl)ccc2OC)n1 (stereo not drawn)	-4.0%	0.7	0.4%	4.6%	10.3%	-0.9	59	-1.8%	i	-22.4%
28	CSCCC(NC(N)=O)C(=O)Nc1ccc(C)cc1 (stereo not drawn)	-1.1%	1.1	-0.1%	-1.3%	-21.8%	0.7	28	-1.2%	i	-12.9%
29	COc1ccc(-c2ccc(Nc3ccc(S(=O)(=O)N4CCCC4)cc3)nn2)cc1OC	4.3%	1.1	0.2%	1.4%	-20.5%	5.4	84	-0.4%	i	45.5%
30	COc1cc(S(=O)(=O)NC2CCCC2)ccc1-n1cnnn1	16.2%	.	-0.1%	-0.2%	-2.5%	0.5	35	.	.	27.1%
31	COc1ccc(NS(=O)(=O)c2cc(NC(=O)C3CCCO3)ccc2N2CCCC2)cc1 (stereo not drawn)	14.0%	1	0.1%	0.6%	-23.3%	0.8	30	-0.1%	i	13.0%
32	CC1CCN(c2c(NCC3CCC(C(=O)N4CCCC(C)C4)CC3)c(=O)c2=O)CC1 (stereo not drawn)	0.0%	1.2	0.3%	2.7%	-17.5%	2.6	50	1.0%	i	-4.1%
33	COc1cc(CCCN2C(=S)NC[C@@H]2CCCCN)cc(OC)c1OC	-2.7%	1.1	-0.1%	-2.8%	-34.4%	-1.6	99	2.0%	i	-21.2%
34	Cc1cc(NC(=O)CCC(=O)N(c2ccccc2)C(C(=O)NCC2CCCO2)c2cccnc2)no1 (stereo not drawn)	3.2%	1	0.3%	4.8%	-9.5%	-2.3	65	-0.1%	i	-13.6%
35	CCNC(=O)c1cc(S(=O)(=O)N2CCSCC2)ccc1OC	3.2%	.	0.0%	-2.4%	-47.8%	-1.1	68	.	.	-19.2%[20 µM]
36	Cc1snc(S(=O)(=O)Cc2c(Cl)cccc2Cl)c1C#N	4.9%	1.1	-0.1%	1.5%	-6.7%	1.0	88	-0.3%	i	-28.9%

New compounds follow:
entry	structure	HEK293 NOD2/NF-kB	TNAP activation fold	GPR55 activation	KOR beta-arrestin-1	NOD1 NF-kB reporter	NTR1 ag	NTR1 ag cell count 20 µM	ER stress rescue	Yfh1-depleted yeast	KOR beta-arrestin-2
37	CCOC(=O)NC(=O)/C(C#N)=C\NNc1ncc(C(F)(F)F)cc1Cl	9.4%	1	0.7%	-6.4%	-47.2%	-1.8	83	0.0%	i	25.0%
38	CCOc1ccc(S(=O)(=O)N2CCC(C(=O)NCc3ccco3)CC2)cc1	-0.7%	.	-0.1%	1.9%	-10.7%	0.1	55	.	.	-7.6%
39	Cc1cc(NS(=O)(=O)Cc2ccccc2)no1	-3.9%	1.1	-0.2%	3.5%	-25.6%	-2.1	80	-1.6%	i	-2.7%
40	COc1cc(C)c(S(=O)(=O)N2CCN=C2c2ccccc2)cc1C	-5.7%	1.1	0.1%	5.6%	6.8%	0.9	46	-1.0%	i	12.4%
41	COc1cc(C(=O)NCCOc2cccc3cccnc23)cc(OC)c1OC	10.4%	1.1	-0.4%	-2.6%	0.2%	1.2	72	-3.2%	i	-17.1%
42	O=C(/C=C/c1ccc(S(=O)(=O)NCc2ccco2)cc1)NCc1ccccc1Cl	-4.8%	1.1	0.5%	-3.6%	36.4%	4.1	64	-3.2%	i	-16.6%
43	Nn1c(=O)c2ccccc2n2c(SCc3ccc(C(F)(F)F)cc3)nnc12	8.6%	1.1	0.0%	-1.7%	-16.7%	1.6	51	-3.4%	i	-11.7%
44	Cc1cc(S(=O)(=O)NCCc2ccccc2)c(C)s1	10.3%	1.1	-0.1%	-4.0%	15.9%	2.3	87	-1.3%	i	-15.0%
45	Nc1c(NCc2ccccc2)c2ccccc2oc1=O	-0.8%	1.1	-0.1%	-3.0%	-19.9%	0.1	64	-2.5%	i	26.0%
46	COc1cc2c(cc1OC)C(COc1cc(C)cc(C)c1)N(C(C)=O)CC2 (stereo not drawn)	16.6%	.	-0.2%	-4.0%	-0.5%	0.9	71	.	.	-21.5%
47	O=[N+]([O-])c1cnc(N2CCCCC2)c([N+](=O)[O-])c1	11.2%	1	-0.1%	2.2%	-1.7%	-0.6	63	-1.8%	i	-19.4%

Among those listed so far, these have a furan ring, fused or not.
entry	structure	HEK293 NOD2/NF-kB	TNAP activation fold	GPR55 activation	KOR beta-arrestin-1	NOD1 NF-kB reporter	NTR1 ag	NTR1 ag cell count 20 µM	ER stress rescue	Yfh1-depleted yeast	KOR beta-arrestin-2
4	CCOC(=O)Cn1cc(C(=O)c2ccco2)c2ccccc21	9.4%	1.1	-0.2%	-5.7%	-20.4%	0.7	94	-1.9%	i	-4.5%
11	CC(C)c1nc2oc3c(N(C)CCO)ncnc3c2c2c1CCC2	12.9%	.	-0.1%	7.0%	7.6%	2.5	52	.	i	-9.8%
15	CCCCn1cnc2c(c(-c3ccccc3)c(-c3ccccc3)n2Cc2ccco2)c1=N	-1.6%	.	0.0%	2.3%	1.6%	39.2	49	.	i	-23.6%
19	Cc1ccc(C2C(C(=O)c3cccs3)=C(O)C(=O)N2CCN2CCOCC2)o1 (stereo not drawn)	-4.8%	1.1	-0.1%	0.8%	-10.7%	-0.4	97	-0.6%	i	3.3%
38	CCOc1ccc(S(=O)(=O)N2CCC(C(=O)NCc3ccco3)CC2)cc1	-0.7%	.	-0.1%	1.9%	-10.7%	0.1	55	.	.	-7.6%
42	O=C(/C=C/c1ccc(S(=O)(=O)NCc2ccco2)cc1)NCc1ccccc1Cl	-4.8%	1.1	0.5%	-3.6%	36.4%	4.1	64	-3.2%	i	-16.6%
